# Source: PubChem (National Center for Advancing Translational Sciences (NCATS))
# CXXC DNA block – qHTS Fluorescence Polarization Assay for Inhibitors of MLL CXXC domain - DNA interaction; 290,000 tested, 0.037% active; MLL-CXXC / FITC-HOXA9 DNA fluorescence polarization; Potency, µM (doses to about 115 µM), without a hit: top-dose activity change, negative = inhibition, hits mostly inhibitors; Histone-lysine N-methyltransferase 2A (Homo sapiens), Q03164; active = well fitted inhibition curve with a large enough effect in the polarisation, with a control signal flat, not every such curve was filed as active; inconclusive = small, poorly fitted or top-dose-only effect, or effect the other way, or a change in a side signal; inactive = no such curve, though single readings can be large or run the other way; the % refers to the polarisation; also: potency is read from the fitted curve at half-maximal effect
#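 Fluorescence polarization: 7 uM MLL-CXXC (stock) preincubated 5 min with compounds, then 50 nM fluorescein-HOX-A9 DNA (stock) added; 30 min ambient. Buffer 50 mM Tris-HCl pH 7.5, 50 mM NaCl, 1 mM DTT, 0.05% BSA.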
# ELG1 repair inh – qHTS screen for small molecules that inhibit ELG1-dependent DNA repair in human embryonic kidney (HEK293T) cells expressing luciferase-tagged ELG1; 330,000 tested, 2.3% active; HEK293T ELG1-luciferase reporter, luminescence, 16 h; DNA damage induced by 5-fluorouridine; Potency, µM (top dose mostly 46.1 µM), inactives show at the highest dose activity change, negative = inhibition, usual class: inhibitors; AID 504467, 2011; also: potency is read from the fitted curve at half-maximal effect; % is scaled to controls: 0 for no effect and ±100 for the full control effect; nearly all actives have a fitted effect of over 55% in size
#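 Luminescence from the luciferase reporter, measured 30 min after ONE-Glo reagent at room temperature, was the read-out. Beforehand, 2,000 cells per well were exposed for 16 hr at 37 °C to 5-fluorouridine together with compound or vehicle.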
# B2AR arrestin – qHTS assay of beta-arrestin-biased ligands of beta2-adrenergic receptor; Beta-2 adrenergic receptor (Homo sapiens), P07550; beta-arrestin recruitment to beta2AR, cell-based reporter; Potency, µM (titrated, usually from 46.1 µM), inactives show at the highest dose activation, most hits filed as activators; 330,000 tested, 0.02% active; AID 492947, 2010;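 also: potency is read from the fitted curve at half-maximal effect; 0% = DMSO controls and full agonism = EC100 isoproterenol or metaproterenol; nearly all actives have a fitted effect of over 65% in size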
# TCR activator – Activators of T cell receptors: qHTS campaign. primary human leukocytes, anti-CD3, IL-2 HTRF, 48 h. Potency, µM (series often up to 9.22 µM), for the others: top-dose activation of IL-2 secretion, most hits filed as activators. 330,000 tested, under 10 active. AID 504894, 2011; also: % of control where 0% means no effect
#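 Primary human leukocytes were stimulated with a-CD3 beads plus compounds for 48 hr without co-stimulation; secreted IL-2 was quantified by HTRF using a-IL-2-K (europium cryptate) and a-IL-2-d2, excited at 320nm with acceptor emission read at 665nm.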
# BRCA1 expr act – qHTS Assay to Identify Small Molecule Activators of BRCA1 Expression; MCF7-BRCA1-FFLuc reporter, luminescence, 48 h; response scale: scaled: vehicle 0%, 10 µM genistein 100%; Potency, µM (titrated, usually from 46.1 µM), for the others: at the top dose activation, usual class: activators; 380,000 tested, 1.1% active; AID 624202, 2012; also: potency is read from the fitted curve at half-maximal effect; nearly all actives have a fitted effect of over 80% in size; some results filed as inactive show a strong effect at the top dose
#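 Luminescence from a BRCA1-driven firefly luciferase in MCF7 cells was the read-out, taken 15 min after substrate addition following 48 h compound exposure at 37 °C. Data were normalized to a 10 microM genistein control and DMSO vehicle.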
# AT treatment – qHTS Assay for Identifying a Potential Treatment of Ataxia-Telangiectasia; […] A-T fibroblasts, KAP-1 phosphorylation AlphaLISA; neocarzinostatin DNA damage 30 min before lysis; Potency, µM (highest dose often 57.5 µM), for inactives: at the top dose activation, most hits filed as activators; 320,000 tested, 0.19% active; also: potency is read from the fitted curve at half-maximal effect; % of control where 0% means no effect; nearly all actives have a fitted effect of over 45% in size
#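 hTERT-immortalized A-T patient fibroblasts ([…]), 500 cells/well in OPTI-MEM, 1% FBS, got compounds for 60 min, then NCS for 30 min at 37C. Lysates were then assayed for phospho-KAP-1 by AlphaLISA (anti-pKAP1 donor, anti-KAP1 acceptor beads), 6 hr at 25C.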
# a7 integrin act – qHTS for Activators of Integrin-Mediated Alleviation for Muscular Dystrophy | Potency, µM (doses to about 38.3 µM), inactives show top-dose activation, hits mostly activators | alpha7betagal myoblasts, beta-gal FDG fluorescence, 48 h | AID 624291, 2012 | 350,000 tested, 0.064% active;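 also: potency is read from the fitted curve at half-maximal effect; 100% = response of the positive control SU9516; nearly all actives have a fitted effect of over 60% in size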
#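 Alpha7betagal+/- myoblasts (passage 13) were plated 16-24 hr, then exposed to compounds (1:260 dilution of DMSO stock) for 48 hours at 37C. After MPER lysis, β-galactosidase reporter activity was read as FDG fluorescence (ex 480/em 540) after 30 minutes.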
# TRPV1 ag – HTS Assay for Compounds that Act as Agonists of the Vanilloid Receptor 1 | Transient receptor potential cation channel subfamily V member 1 (Homo sapiens), Q8NER1 | TRPV1-expressing cells, Fluo-8 calcium influx, agonist mode | activation, % at 8.33 µM | 320,000 tested, 0.19% active | AID 540275, 2011; in the data active = activation above about 80%; inconclusive = between about 30% and that limit; also: 0% is about no effect
#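 Fluo-8 calcium influx in TRPV1-expressing cells, kinetic read (ex 480/em 520 nm). Compound added and read 3 min for agonist activity, followed by capsaicin at EC20 final and 2 min further read for enhancement.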
# p53 reactivator – qHTS assay for re-activators of p53 using a Luc reporter | Potency, µM (titrated, usually from 92.2 µM), for the others: at the highest dose activity change, positive = activation, most hits filed as activators | H1299 p53-A138V BP100-luciferase reporter, luminescence, 24 h | AID 504706, 2011 | 320,000 tested, 0.063% active; also: potency is read from the fitted curve at half-maximal effect; % of control where 0% means no effect; nearly all actives have a fitted effect of over 45% in size
#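 H1299 (p53-null), stable ts p53-A138V + BP100-Luc; 1000 cells/well, Opti-MEM/10% FBS; cpd 4 pt, 1:5; 24 h, 37 deg C, 5% CO2; detection reagent 10 min RT; luminescence.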
# PTAP TSG101 blk – qHTS Assay for Iinhibitors of HIV-1 Budding by Blocking the Interaction of PTAP/TSG101. 340,000 tested, under 10 active. Fluorescence polarization, FITC-PTAP peptide / Tsg101 binding. Potency, µM (doses to about 115 µM), without a hit: at the top dose activity change, negative = inhibition, most hits filed as inhibitors. Tumor susceptibility gene 101 protein (Homo sapiens), Q99816; active = well fitted inhibition curve with a large enough effect in the main read-out, with a control signal flat, not every such curve was filed as active; inconclusive = small, poorly fitted or top-dose-only effect, or effect the other way, or a change in a side signal; inactive = no such curve, though single readings can be large or run the other way; also: potency is read from the fitted curve at half-maximal effect; % of control where 0% means no effect
#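 Compounds were pin-transferred onto Tsg101 binding domain (10 uM final) in HEPES pH 7.5 buffer, then FITC-PTAP peptide was added at 50 nM final. After 20 min at RT, polarization reported peptide displacement across a qHTS concentration series.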
# Active calls of the source: *; ? = inconclusive; . = no result given; [ ] = another dose, or the depositor's remark. Unless noted, calls follow the shape of the dose curve; as a rule, active = well fitted curve in the direction sought with a large enough effect; inconclusive = small, poorly fitted or top-dose-only effect, or another doubt; inactive = no such curve, though single readings can be large; an effect the other way counts as inactive or inconclusive.
SMILES,CXXC DNA block,ELG1 repair inh,B2AR arrestin,TCR activator,BRCA1 expr act,AT treatment,a7 integrin act,TRPV1 ag,p53 reactivator,PTAP TSG101 blk
Cc1ccsc1C1Nc2ccccc2C(=O)N1O (centres undefined),16%,9%,0.4%,2%[46.1 µM],-20%,-4%,-16%,0,14%,-4%
CCCn1c2c(c(=N)c3c1CCC3)CCCC2,2%,9%,0.8%,-2%[46.1 µM],-53%,2%,-44%[inhibitor],-1,4%,-6%
COc1ccc(NC(=O)Cc2ccc(C)cc2)cc1S(=O)(=O)N1CCCCC1,.,?,-0.2%,.,-20%,-2%,-27%,2,-3%,-1%
COc1ccccc1C(=O)Nc1ccc2nc(SCC(=O)N(C)C)sc2c1,14%,-12%,-0.2%,0%[46.1 µM],2%,5%,9%,1,-3%,1%
O=C(Nc1ccccc1NC(=O)c1ccccc1F)c1ccccc1F,-6%,-4%,0.3%,13%,-14%,9%,-5%,-2,.,-2%
Cc1nnc2sc(-c3ccc(-c4ccc(Cl)c(C(F)(F)F)c4)o3)nn12,-5%,?,0.4%,2%,-17%,6%,4%,11,2%,-1%
Cc1ccc(NCN2C(=O)C(=O)c3ccccc32)nc1,4%,7%,0.3%,2%[46.1 µM],-32%,-1%,-4%,-2,24%,-2%
O=C1C(C=Nc2ccc(F)cc2)=C(O)c2ccccc21,7%,?,-0.2%,2%,71%,-2%,3%,4,?,0%
COc1cccc(CC2(CO)CCN(Cc3cnc(N4CCOCC4)s3)CC2)c1,12%,?,-0.9%,1%,-1%,6%,34%,1,0%,-5%
Cc1ccc(S(=O)(=O)Nc2ccccc2C(=O)N2CCCCCC2)cc1,-12%,-17%,0.3%,5%,-19%,-1%,44%,2,4%,1%
Cc1nn(-c2ccccc2)c(Cl)c1/C=N/Nc1nc2ccccc2n1C,11%,?,0.3%,-5%,?,-7%,-20%,2,24%,-1%
O=C(COc1cccnc1[N+](=O)[O-])Nc1ccccc1Sc1ccccc1,3%,14%,-0.7%,1%[46.1 µM],-24%,13%,9%,-3,1%,-3%
O=C(NCCN1CCc2ccccc2C1)C1CC(=O)N(C2CCCC2)C1 (centres undefined),0%,2%,2.7%,0%,10%,?,-8%,-4,-5%,-6%
CCCOCC1CC2(CC(C)(c3csc(N)n3)OC2=O)C(=O)O1 (centres undefined),2%,14%,-0.1%,-6%[46.1 µM],32%,-2%,2%,2,-3%,3%
COc1ccc(N(CC(=O)Nc2cc(C)ccc2C)S(=O)(=O)c2c(C)nn(C)c2C)cc1,-2%,-12%,0.0%,-1%[46.1 µM],-4%,2%,7%,0,-14%,-5%
O=C(NC(=S)Nc1ccc2[nH]c(=O)[nH]c2c1)c1cccc(F)c1,0%,?,0.1%,-2%,4%,-1%,53%,0,0%,1%
Cc1cccc(N2C(=O)CS/C2=N\NC(=O)c2ccc(Cl)cc2)c1C,-2%,?,-0.1%,-3%[46.1 µM],65%,3%,-7%,4,20%,-15%
O=C(Nc1c2c(nn1-c1ccccc1)CS(=O)C2)c1ccc2c(c1)OCO2 (centres undefined),-9%,17%,-0.4%,-49%,-10%,12%,?,3,-1%,-16%
CCc1cc(=O)oc2cc(OC(C)C(=O)NCC3CCC(C(=O)O)CC3)c(Cl)cc12 (centres undefined),-3%,-14%,-1.0%,2%,-22%,12%,4%,3,.,-6%
C=C(C)Cn1c(N)cc(=O)nc1SCC(=O)Nc1cccc(C(F)(F)F)c1,3%,-2%,-1.0%,3%,6%,7%,8%,5,-12%,.
CCc1cc(=O)oc2cc(OCC(=O)N3CCC[C@H]3C(=O)O)ccc12,4%,30%,0.1%,0%,6%,14%,-10%,1,.,-9%
COc1ccc(N(C(C)C(=O)N(C)Cc2ccccc2)S(C)(=O)=O)cc1 (centres undefined),9%,-20%,-0.6%,5%,-26%,7%,-11%,-1,-4%,-6%
O=C(CSCc1ccccc1)N=Nc1c(O)[nH]c2ccccc12,15%,?,-1.0%,-3%[46.1 µM],56%,0%,19%,7,?,-5%
Cc1cc(C)c(C(=O)COC(=O)CNC(=O)c2ccccc2C)c(C)c1,.,6%,-0.3%,-2%,-6%,5%,-2%,2,2%,-7%
O=C(NC1CCCC1)C(c1ccncc1)N(CC1CCCO1)C(=O)Cn1nnc(-c2cccs2)n1 (centres undefined),12%,3%,0.1%,0%,-17%,3%,9%,-2,3%,-7%
# (continued)
SMILES,CXXC DNA block,ELG1 repair inh,B2AR arrestin,TCR activator,BRCA1 expr act,AT treatment,a7 integrin act,TRPV1 ag,p53 reactivator,PTAP TSG101 blk
C#CC[N+](C)(C)CC#Cc1ccc(C)cc1,-4%,8%,-0.2%,-2%,1%,4%,-41%,4,-1%,-1%
Cc1cc(NC(=O)COC(=O)c2ccc(F)c(S(=O)(=O)N3CCOCC3)c2)no1,1%,4%,-0.1%,-2%,-9%,-1%,12%,1,7%,-1%
CCCNC(=O)C(Cc1cccc(OC)c1)NC(=O)c1ccc(C(C)(C)C)cc1 (centres undefined),.,?,-1.0%,7%,10%,15%,20%,25,6%,0%
Cc1ccc(CSc2nnc(CS(=O)Cc3ccc(Cl)cc3Cl)n2C)cc1 (centres undefined),-3%,-12%,-0.2%,-9%,-15%,-1%,2%,11,-3%,-5%
Cc1sc2ncnc(N3CCOCC3)c2c1C,-4%,-18%,0.0%,2%,-1%,-1%,11%,2,-8%,-5%
Cc1cc(C)n(-c2ccc(F)cc2CN2CCN(C3CCCC3)C(CCO)C2)n1 (centres undefined),1%,3%,-0.4%,4%,-3%,-2%,-2%,3,3%,-2%
COC(=O)C1=C(C)N(Cc2ccccc2)C(=NCC(C)C)N[C@H]1c1cccc(C(F)(F)F)c1,.,18%,0.1%,-6%,-52%,1%,-40%,.,2%,-2%
c1ccc(CSc2nccc(-c3ccco3)n2)cc1,.,.,.,2%,77%,.,21%,.,.,1%
CCOc1ccc2[nH]c(C)c(CN3CCN(C)CC3)c(=O)c2c1,22%,-10%,0.3%,7%,2%[1.84 µM],1%,-4%,-1,-2%,-5%
C1CC(CN2CCOCC2)CN(c2nc3nonc3nc2N2CCSCC2)C1 (centres undefined),3%,0%,-0.2%,0%,0%,14%,18%,4,-2%,-5%
Cn1c(=O)c2c(ncn2CCNC2=NCCCCC2)n(C)c1=O,22%,4%,0.2%,-3%,2%,-2%,-9%,-2,18%,-9%
CCOC(=O)C(NC(=O)CC(C)C)(Nc1cc(C)on1)C(F)(F)F (centres undefined),1%,14%,-0.2%,1%,4%,1%,4%,-2,-1%,-6%
CCOC(=O)Cn1nc(/C=C/c2ccc(C(C)C)cc2)ccc1=O,1%,?,0.0%,0%,36%,0%,3%,6,-1%,-3%
O=C(Nc1ccc(C(=O)N2CCC(O)(c3ccc(Cl)c(C(F)(F)F)c3)CC2)cc1)c1ccc(Br)o1,.,?,0.1%,1%,-20%,6%,0%,-3,-9%,0%
COc1ccc(-c2nn(-c3ccccc3)cc2CNCc2cccnc2)c(F)c1,-10%,-1%,0.0%,13%,-22%,-7%,12%,?,-3%,-5%
Cc1nn(C)c(C)c1S(=O)(=O)N1CCC(C(=O)NC(C)c2ccccc2)CC1 (centres undefined),-1%,3%,0.1%,-3%[46.1 µM],-4%,3%,2%,-4,-2%,-3%
OCCN(Cc1ccccc1)Cc1ccc(Cl)cc1,10%,-5%,0.0%,-14%,19%,.,13%,18,-3%,-11%
COc1ccc(Cl)cc1NC(=O)c1cccc(-n2cnnn2)c1,.,-19%,-0.1%,2%,-25%,-1%,-16%,1,-7%,-3%
O=[N+]([O-])c1cnn2cc(Br)cnc12,6%,-8%,0.1%,0%,-3%,1%,2%,0,-1%,-3%
O=C(CNC(=O)c1ccco1)Nc1ccc2c(c1)OCCO2,.,?,0.0%,-2%,-27%,.,26%,1,15%,-1%
Cc1cccc(C)c1C(=O)N[C@@H](Cc1ccccc1)C(=O)O,-6%,13%,0.1%,1%,20%,-9%,6%,0,4%,0%
